PKA-R2B activ – activates the human PKA-R2B holoenzyme complex; activation, % at 11.4 µM; PKA-R2B holoenzyme dissociation, Cy5-IP20 fluorescence polarization; R2B truncated from residue 108, S112A mutant; 0% DMSO only, 100% 113 µM cGMP; AID 504700; actives 0.079% (n = 340,000); P22694+P31323;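 active = activation above a cutoff set at the mean over all compounds plus 3 SD, cut at about 18% in these data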;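 also: higher means more holoenzyme dissociation and a rise in polarization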
HTR5A ag ctr – HTR5A agonism, opioid heterodimer counter-screen; actives 0.61% (n = 340,000); HTR5A agonist assay, luminescence, cell-based; activation, % at 9.3 µM; P47898; in the data active = activation mostly above about 9.5%, no sharp cut-off; inactive = mostly below about 7.6%;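 also: 0% = cells with vehicle only and 100% = reference agonist; strong numbers were not always called active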
OPRM1-OPRD1 ag – OPRM1-OPRD1 heterodimerization agonism; cells, luminescence; activation, % at 9.3 µM; AID 504326; actives 0.3% (n = 340,000); P35372+P41143; in the data active = activation above about 18%;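 also: 0% = vehicle-treated cells and 100% = reference agonist; values of inactives mirror those of a sister screen read the other way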
Target sequence (P35372 whole entry, looked up): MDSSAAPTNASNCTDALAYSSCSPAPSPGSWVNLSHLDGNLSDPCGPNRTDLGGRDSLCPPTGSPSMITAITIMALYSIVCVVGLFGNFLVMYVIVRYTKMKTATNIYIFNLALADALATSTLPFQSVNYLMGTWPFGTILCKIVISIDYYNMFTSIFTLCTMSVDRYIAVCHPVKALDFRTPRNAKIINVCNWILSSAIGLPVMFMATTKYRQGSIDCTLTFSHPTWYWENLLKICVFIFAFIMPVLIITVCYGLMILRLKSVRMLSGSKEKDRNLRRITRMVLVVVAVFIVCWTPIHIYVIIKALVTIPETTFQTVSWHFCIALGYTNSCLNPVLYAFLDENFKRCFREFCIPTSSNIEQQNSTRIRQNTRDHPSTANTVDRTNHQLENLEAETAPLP
Target sequence (P41143 whole entry, looked up): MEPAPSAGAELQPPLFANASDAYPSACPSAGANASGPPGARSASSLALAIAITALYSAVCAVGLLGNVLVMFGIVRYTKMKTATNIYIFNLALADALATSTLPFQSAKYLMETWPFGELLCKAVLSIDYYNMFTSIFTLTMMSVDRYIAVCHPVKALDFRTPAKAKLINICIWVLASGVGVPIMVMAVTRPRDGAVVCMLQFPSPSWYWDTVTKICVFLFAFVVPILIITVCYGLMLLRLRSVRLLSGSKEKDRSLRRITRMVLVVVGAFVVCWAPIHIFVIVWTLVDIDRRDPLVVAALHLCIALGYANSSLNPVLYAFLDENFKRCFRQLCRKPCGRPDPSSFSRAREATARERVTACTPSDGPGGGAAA
HTR5A inv ctr – inverse agonist of human HTR5A in OPRM1-OPRD1 counter-screen. HTR5A cell line, luminescence, inverse agonism. actives 0.083% (n = 340,000). inhibition, % at 9.3 µM. AID 504634. P47898; in the data active = inhibition mostly above about 23%, no sharp cut-off; inactive = mostly below about 18%;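 also: 0% = cells with DMSO and 100% = no-cell wells with DMSO; some compounds called inactive have numbers as strong as hits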
OPRM1-OPRD1 inv – inverse agonists of human mu-delta opioid receptor heterodimerization | inhibition, % at 9.3 µM | actives 0.21% (n = 340,000) | cell-based MOR-DOR heterodimer luminescence, inverse agonism | P35372+P41143; in the data active = inhibition above about 22%, passing the limit was not always enough;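 also: 0% = cells with DMSO and 100% = wells without cells with DMSO; values of inactives mirror those of a sister screen read the other way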
Arrestin-AP2 inh – inhibitors of human beta-arrestin and AP2 interaction; FITC-arrestin peptide / GST-AP2 beads, flow cytometry; AP2 beta2 appendage carries R879A mutation; inhibition, % at 10 µM; AID 504490; actives 0.31% (n = 340,000);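 active = inhibition above a set limit, near 3 SD of compounds lacking own fluorescence, cut at about 54% in these data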;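 also: plate controls were DMSO wells for no effect and 5 µM unlabelled arrestin peptide for full effect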
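Material – GST-tagged AP2 beta2-adaptin appendage (R879A) on 4 µm glutathione beads · Probe or stimulus – fluorescein-tagged arrestin peptide at 50 nM final · Timing – 12 min plus 1 h, RT · Detection – bead flow cytometry, FITC channel · Read-out basis – inhibition as reduced fluorescein signal on beads, percent · Medium – PBS plus Tween 20 (0.05%) and BSA (0.1%)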
Pemphigus Ab inh – human desmoglein-3 autoantibody binding inhibition; DSG3-coupled beads, scFv-anti-DSG3-GFP binding, flow cytometry; stronger effect = lower value; binding (percent of control), % at 10 µM; P32926; actives 0.48% (n = 310,000);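 active = binding more than 3 SD below its plate's average and above zero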;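 also: hits lower antibody fragment binding to DSG3; some compounds called inactive have numbers as strong as hits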
PKA-R1A activ – PKA-R1A complex activation; PKA-R1A dissociation, Cy5-IP20 fluorescence polarization; scaled: DMSO 0%, 113 µM cGMP 100%; P00514+P68181; activation, % at 11.4 µM; actives 0.083% (n = 340,000); AID 504707;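 active = percent activation above the mean of all tested compounds plus 3 SD, cut at about 19% in these data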;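 also: higher means more PKAc released from R1A so a rise in polarization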
V-ATPase pHluor – yeast V-ATPase proton transport regulation by pHLuorin; S. cerevisiae, pHLuorin cytosolic pH fluorescence; AID 504577; actives 0.37% (n = 350,000); response, % at 10 µM; in the data active = response mostly above about 7.3%, no sharp cut-off; inactive = mostly below about 5.4%; also: actives read high; inactives centre near 0; some compounds called inactive have numbers as strong as hits; reference of the scale not given here
DAGLB inh – blocks human DAGLB lipase activity; actives 0.059% (n = 340,000); HEK293T DAGLB membrane lysate, EnzChek fluorogenic substrate; Q8NCG7; inhibition, % at 5.17 µM; in the data active = inhibition above about 34%;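 also: 0% = enzyme with vehicle and 100% = wells lacking enzyme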
* = called active by the depositor; x = not tested or not shown.

SMILES	PKA-R2B activ	HTR5A ag ctr	OPRM1-OPRD1 ag	HTR5A inv ctr	OPRM1-OPRD1 inv	Arrestin-AP2 inh	Pemphigus Ab inh	PKA-R1A activ	V-ATPase pHluor	DAGLB inh
COc1cccc(/C=N/NC(=O)N/N=C/c2cccc(OC)c2O)c1O	5	6	0.6	-23	-3	5	95	-2	-4	-2
CCCOc1ccc(/C=N/NC(=O)CN2CCCCC2)cc1OCC	-11	2	-1.1	-29	6	5	101	4	9	-6
COc1cccc(N/C(SCc2cccc([N+](=O)[O-])c2)=C(/C#N)C(N)=O)c1	-8	3	-0.5	-9	2	-7	105	-1	3	1
COc1nccnc1NS(=O)(=O)c1ccc(NC(=S)NC(=O)c2cccnc2)cc1	5	-1	-1.7	22	9	4	96	-2	-1	-2
COc1ccc(/C=C(\NC(=O)c2cccs2)C(=O)Nc2ccc(C)cc2)cc1OC	-5	-1	-2.6	-34	14	2	109	7	4	0
O=C(Nc1ccccc1N1CCN(C(=O)c2ccccc2)CC1)c1cc(Br)ccc1Cl	2	5	0.9	-14	-5	6	x	1	8	-5
Cc1ccc(C2=NN(CC(=O)NCc3cccs3)C(=O)CC2)cc1	-1	1	1.2	12	-6	-7	112	-6	-3	0
CCOC(=O)c1ccccc1NC(=O)COc1coc(CN2CCc3ccccc32)cc1=O	-5	-2	1.2	-2	-7	-11	105	-7	0	4
CCS(=O)(=O)c1nc(S(=O)(=O)c2ccc(C)cc2)c(N2CCOCC2)s1	0	11*	0.5	17	-3	11	100	8	8	2
CCNC(=O)CSc1nc2cc([N+](=O)[O-])ccc2n1-c1cccc(C(F)(F)F)c1	1	-1	0.3	15	-2	0	104	-1	0	1
N#Cc1c(NC(=O)c2ccc(N3CCOCC3)c([N+](=O)[O-])c2)sc2c1CCCC2	5	-3	-1.5	7	8	-10	107	5	1	0
Cc1nc(-c2coc3cc(O)c(C)cc3c2=O)cs1	3	3	-2.1	0	12	4	101	2	-2	-10

Some of the entries above, set out differently.
canonical_smiles: Cc1nc(-c2coc3cc(O)c(C)cc3c2=O)cs1
  PKA-R2B activ = 3
  HTR5A ag ctr = 3
  OPRM1-OPRD1 ag = -2.1
  HTR5A inv ctr = 0
  OPRM1-OPRD1 inv = 12
  Arrestin-AP2 inh = 4
  Pemphigus Ab inh = 101
  PKA-R1A activ = 2
  V-ATPase pHluor = -2
  DAGLB inh = -10
canonical_smiles: COc1ccc(/C=C(\NC(=O)c2cccs2)C(=O)Nc2ccc(C)cc2)cc1OC
  PKA-R2B activ = -5
  HTR5A ag ctr = -1
  OPRM1-OPRD1 ag = -2.6
  HTR5A inv ctr = -34
  OPRM1-OPRD1 inv = 14
  Arrestin-AP2 inh = 2
  Pemphigus Ab inh = 109
  PKA-R1A activ = 7
  V-ATPase pHluor = 4
  DAGLB inh = 0
canonical_smiles: N#Cc1c(NC(=O)c2ccc(N3CCOCC3)c([N+](=O)[O-])c2)sc2c1CCCC2
  PKA-R2B activ = 5
  HTR5A ag ctr = -3
  OPRM1-OPRD1 ag = -1.5
  HTR5A inv ctr = 7
  OPRM1-OPRD1 inv = 8
  Arrestin-AP2 inh = -10
  Pemphigus Ab inh = 107
  PKA-R1A activ = 5
  V-ATPase pHluor = 1
  DAGLB inh = 0

(cont.)
SMILES	PKA-R2B activ	HTR5A ag ctr	OPRM1-OPRD1 ag	HTR5A inv ctr	OPRM1-OPRD1 inv	Arrestin-AP2 inh	Pemphigus Ab inh	PKA-R1A activ	V-ATPase pHluor	DAGLB inh
Cn1c2c(c(=O)n(C)c1=O)C(NC(=O)c1cccs1)(C(F)(F)F)C(=O)N2 (configuration not stated)	-2	-1	-1.3	-37	8	22	x	4	-7	0
O=C1C2C3C=CC(C3)C2C(=O)N1/N=C/c1cn(Cc2ccccc2)c2ccccc12 (configuration not stated)	-2	3	-0.5	-1	2	2	112	0	13*	-1
Cc1nn(Cc2ccccc2)c(Cl)c1C(=O)NCc1ccco1	-10	-2	-2.6	-22	14	-2	100	2	3	-2
Cc1cc(=O)oc2cc(NC(=O)C3COc4ccccc4O3)ccc12 (configuration not stated)	4	1	20*	-1	-122	2	97	-6	-3	5
Cc1ccccc1CC1(CO)CCCN(Cc2cn[nH]c2-c2ccccc2)C1 (configuration not stated)	2	7	-1.7	-28	9	11	102	-9	3	-4
O=C(c1cccc(Cl)c1)N1CCC(N2CCC(C(=O)N3CCCC3)CC2)CC1	8	2	-2.6	-4	13	3	x	-5	2	2
O=C1C=C(c2cccc(CO)c2)C[C@@H](c2ccc(Cl)cc2)C1	1	-4	-0.8	9	4	-1	107	11	6	-4
OCCN1CCSC1=S	-3	0	-2.9	0	15	0	95	-9	0	-2
Cc1cc(C)c2c(NC(=S)NC(=O)c3ccccc3)n[nH]c2n1	10	0	-3.8	11	19	-22	100	6	-2	1
O=C(Cc1noc2ccccc12)Nc1ccc2ccccc2c1	3	0	0.5	-5	-2	0	97	-1	0	-4
CC(C)n1nc(CC(=O)O)c2ccccc2c1=O	0	3	-0.2	-9	1	12	105	2	2	0
COc1cccc(CNc2ccccn2)c1O	7	3	-0.8	-12	4	17	139	7	2	2
COc1ccccc1CCN1CCCC(CN(C)C(=O)c2ccoc2)C1 (configuration not stated)	-4	7	-2.4	4	12	-9	102	-5	2	1
CCCN(CCC)S(=O)(=O)c1ccc(NC(=O)COc2ccccc2)cc1	1	6	0.7	-20	-4	5	103	-1	-1	-3
Cc1nnc(N/N=C/c2cc([N+](=O)[O-])c(N3CCC(C)CC3)cc2N2CCC(C)CC2)n1N	-3	0	13	6	-71	1	94	-2	2	20
C/C(=N\NC(=O)c1ccc2c(c1)OCO2)c1ccco1	-4	3	-1.7	-7	8	-3	89	-2	-2	1
Cc1ccc(NC(=O)c2cc(C)n(-c3ccccc3)c2C)cc1	-9	5	0.4	-17	-2	4	103	4	2	-1
CN(C)CCN(Cc1ccc(Cl)cc1)c1ccccn1	-4	8	-2.2	19	12	15	98	-8	2	0
C/C(CC(O)c1ccc2ccccc2n1)=N/O (configuration not stated)	6	3	-0.9	-22	5	-3	99	-5	2	0
O=C(COC(=O)c1ccc2[nH]c3c(c2c1)CCCC3)Nc1ccccc1Cl	4	7	-2.4	2	12	15	114	-6	-2	-2
O=C1CSC(c2ccncc2)N1Cc1ccc(F)cc1 (configuration not stated)	0	-3	-2.7	-8	14	4	107	-5	0	-1
CCN=C1SC(CC(=O)NC2CCCCC2)C(=O)N1CC (configuration not stated)	3	3	-0.8	-7	4	2	103	-2	3	-3
Cc1ccc(C)c(NC(=S)N(C)CCc2ccccn2)c1	2	5	1.4	-17	-8	-3	106	-9	3	-1
Cc1ccc2nc(SCC(=O)Nc3cc([N+](=O)[O-])ccc3F)[nH]c2c1	7	1	1.9	10	-10	-7	x	-11	-2	-5
COc1ccc(-c2cc(OC)c3c(C)oc(C)c3c(=O)c2)cc1OC	-7	0	-2.2	-14	13	7	106	-2	-2	1
CC(C)(C)[C@@H]1COC(=O)[C@H](Cc2ccc(F)cc2)CC/C=C\C[C@H](CC(=O)N(CCO)Cc2ccccc2)C(=O)N1	-9	4	1.1	0	-6	2	103	-4	-1	1
CCOC(=O)CSCc1nc(-c2ccc(Cl)cc2)oc1C	3	1	2.0	-3	-12	12	93	-8	-2	-10
Cc1ccc(S(=O)(=O)C2(C(=O)Nc3ccc(Br)cc3)CC2)cc1	3	-2	1.4	5	-9	-1	88	-13	3	-3
CCOC(=O)N1CCN(C(=O)c2cc(COc3ccc4ncccc4c3)on2)CC1	-1	3	-0.6	-8	3	4	100	-5	6	-1
Cn1nnnc1SCC(=O)NCCc1ccc(Cl)cc1	-4	2	-2.4	-15	14	-11	108	-12	5	-4
CC(C)N(C(=S)Nc1cccc(S(=O)(=O)N(C)C)c1)c1ccccc1	-7	1	-1.8	-2	10	-9	103	-12	-3	0
CC1(C)C2([N+](=O)[O-])CN3CC1([N+](=O)[O-])CN(C2)C31CCCC1	17	1	-0.8	-7	4	34	96	-1	-2	1
O=C(OCC(=O)N1CCc2ccccc21)c1ccc(Cl)nc1	-5	-1	-0.8	-10	4	0	102	-16	-5	-1
COc1ccc(NC(=O)C/C(C)=N/NC(=O)c2cnccn2)cc1Cl	-3	1	-4.0	-7	21	-18	101	-5	-2	-3
CC(C)N(Cc1nc(-c2ccc(Cl)cc2)no1)C(=O)/C=C/c1ccccc1	2	2	1.3	-19	-7	9	113	11	-9	-9
COc1ccc(N2C(=O)CS/C2=C\[N+](=O)[O-])cc1	-2	-3	-2.7	8	14	1	96	-1	-3	1
O=C(Nc1ccc(F)cc1F)c1ccc(S(=O)(=O)NCc2ccco2)cc1	-8	2	-1.0	-7	4	-3	108	-9	2	-2
CN(c1ccccc1)S(=O)(=O)c1cc(C(=O)OCC(N)=O)ccc1Cl	-9	-1	-1.7	7	9	-10	103	2	0	2
Cc1cccc(-n2nc(C)cc2N)c1	1	0	1.7	-6	-9	4	103	6	3	-1
CCc1ccccc1Nc1nc2ccccc2n1C	9	-1	-0.1	5	1	3	87	2	4	-2
CCc1ccc(NC(=O)CCC(=O)c2ccc(C)cc2)cc1	-3	-2	-1.2	7	5	10	106	-3	5	-8
Cc1cccc(C)c1NC(=S)N=Nc1c(O)n(C)c2ccc(S(=O)(=O)N3CCOCC3)cc12	-6	3	-2.4	17	13	-1	104	-1	-3	1
O=C(COC(=O)c1ccccc1NS(=O)(=O)c1cccs1)NCC12CC3CC(CC(C3)C1)C2	-8	4	-1.2	-8	6	-5	90	-7	0	-5
Cc1cc(C2C(C#N)=C(N)Oc3n[nH]c(C)c32)c(C)s1 (configuration not stated)	3	-3	-0.4	-28	3	20	109	-9	0	1

Some of these compounds in order of count of non-hydrogen atoms, rising.
SMILES	PKA-R2B activ	HTR5A ag ctr	OPRM1-OPRD1 ag	HTR5A inv ctr	OPRM1-OPRD1 inv	Arrestin-AP2 inh	Pemphigus Ab inh	PKA-R1A activ	V-ATPase pHluor	DAGLB inh
CCc1ccccc1Nc1nc2ccccc2n1C	9	-1	-0.1	5	1	3	87	2	4	-2
Cc1cc(C2C(C#N)=C(N)Oc3n[nH]c(C)c32)c(C)s1 (configuration not stated)	3	-3	-0.4	-28	3	20	109	-9	0	1
O=C(Nc1ccc(F)cc1F)c1ccc(S(=O)(=O)NCc2ccco2)cc1	-8	2	-1.0	-7	4	-3	108	-9	2	-2
Cc1cccc(C)c1NC(=S)N=Nc1c(O)n(C)c2ccc(S(=O)(=O)N3CCOCC3)cc12	-6	3	-2.4	17	13	-1	104	-1	-3	1
